Screening results as filed in PubChem.
N370S GC = qHTS Assay for Inhibitors and Activators of N370S glucocerebrosidase as a Potential Chaperone Treatment of Gaucher Disease | Lysosomal acid glucosylceramidase (Homo sapiens), P04062 | N370S GC spleen homogenate, 4MU-glucoside fluorescence | Potency, µM (series often up to 59.4 µM), for the others: at the top dose activity change, negative = inhibition, actives largely listed as inhibitors | 330,000 tested, 0.092% active | AID 2101, 2009;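 also: 0% = full enzyme activity and -100% = no enzyme basal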
TDP1 block = qHTS Assay for Inhibitors of Tyrosyl-DNA Phosphodiesterase (TDP1); recombinant TDP1, AlphaScreen DNA substrate cleavage; Potency, µM (titrated, usually from 130 µM), inactives show at the top dose activity change, negative = inhibition, actives largely listed as inhibitors; 350,000 tested, 0.28% active; AID 485290, 2010; also: nearly all actives have a fitted effect of over 40% in size
Target sequence (Q9NUW8 whole entry, looked up): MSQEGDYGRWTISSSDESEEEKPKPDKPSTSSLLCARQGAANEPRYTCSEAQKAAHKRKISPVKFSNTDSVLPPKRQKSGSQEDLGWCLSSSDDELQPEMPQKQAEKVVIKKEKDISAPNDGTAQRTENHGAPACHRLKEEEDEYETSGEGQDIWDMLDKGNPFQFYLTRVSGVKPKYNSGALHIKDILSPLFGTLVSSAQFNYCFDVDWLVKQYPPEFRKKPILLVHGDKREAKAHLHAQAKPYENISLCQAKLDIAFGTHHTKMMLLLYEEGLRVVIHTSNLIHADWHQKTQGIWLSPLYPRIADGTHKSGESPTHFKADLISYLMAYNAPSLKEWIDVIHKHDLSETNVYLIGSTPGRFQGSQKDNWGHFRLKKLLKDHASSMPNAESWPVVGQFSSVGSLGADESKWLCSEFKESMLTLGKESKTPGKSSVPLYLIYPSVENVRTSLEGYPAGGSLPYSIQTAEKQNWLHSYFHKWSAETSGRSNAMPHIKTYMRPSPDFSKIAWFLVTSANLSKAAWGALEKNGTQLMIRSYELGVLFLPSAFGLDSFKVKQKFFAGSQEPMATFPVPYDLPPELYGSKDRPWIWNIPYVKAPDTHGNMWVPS
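Here, a 5' biotin and 3' phosphotyrosine-FITC DNA oligonucleotide reports Tdp1 activity: intact substrate bridges AlphaScreen beads, while cleavage leaves a 3' phosphate and drops signal. All incubations at room temperature.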
FEN1 inhibitor = qHTS Assay for the Inhibitors of Human Flap endonuclease 1 (FEN1); P39748; AID 588795, 2011; 390,000 tested, 0.35% active; Potency, µM (titrated, usually from 114 µM), without a hit: top-dose activity change, negative = inhibition, hits mostly inhibitors; Recombinant FEN1 flap cleavage, fluorescence, 15 min; also: nearly all actives have a fitted effect of over 65% in size
Target sequence (P39748 whole entry, looked up): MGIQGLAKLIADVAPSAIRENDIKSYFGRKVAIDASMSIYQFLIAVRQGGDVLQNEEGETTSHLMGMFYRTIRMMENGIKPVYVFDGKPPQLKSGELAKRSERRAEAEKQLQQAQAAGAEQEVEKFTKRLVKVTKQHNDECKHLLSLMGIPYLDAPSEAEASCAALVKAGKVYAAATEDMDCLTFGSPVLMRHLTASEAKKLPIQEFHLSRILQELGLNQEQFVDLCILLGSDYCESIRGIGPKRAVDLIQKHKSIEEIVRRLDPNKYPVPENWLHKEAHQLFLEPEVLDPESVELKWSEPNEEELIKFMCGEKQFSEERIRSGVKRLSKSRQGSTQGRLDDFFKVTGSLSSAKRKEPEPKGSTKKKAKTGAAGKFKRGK
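Enzyme 10 nM, 15 min RT preincubation with compound; start with substrate 50 nM final; reads at 0 and 15 min; qHTS titration, four-parameter Hill fit.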
Active calls of the source: *; & = joins results of further samples; ! = a repeat was not active; [ ] = another dose, or the depositor's remark. Calls follow the shape of the dose curve; as a rule, active = well fitted curve in the direction sought with a large enough effect; inconclusive = small, poorly fitted or top-dose-only effect, or another doubt; inactive = no such curve, though single readings can be large; an effect the other way counts as inactive or inconclusive. Unless noted, % is scaled to controls: 0 for no effect and ±100 for the full control effect; potency is read from the fitted curve at half-maximal effect. Some of the compounds tested; rates above refer to the full screens.

The opening 2 entries as a preview:
CN(C)C1(CNC(=O)c2ccc(Cl)c(S(=O)(=O)NCc3ccco3)c2)CCCCC1 was read as N370S GC -19.3%, TDP1 block -10.1% and FEN1 inhibitor 1.8%.
O=C1C(=O)c2ccccc2-c2ccccc21 was read as N370S GC 19.6%, TDP1 block 3.4% and FEN1 inhibitor -17.3%.

The list itself (from the top)
CN(C)C1(CNC(=O)c2ccc(Cl)c(S(=O)(=O)NCc3ccco3)c2)CCCCC1 was read as N370S GC -19.3%, TDP1 block -10.1% and FEN1 inhibitor 1.8%.
O=C1C(=O)c2ccccc2-c2ccccc21 was read as N370S GC 19.6%, TDP1 block 3.4% and FEN1 inhibitor -17.3%.
For CSC(=Nc1ccccc1)c1c(O)n(C)c(=O)n(C)c1=O the results were N370S GC 4.1%, TDP1 block 6.2% and FEN1 inhibitor -7.4%.
`C[C@H](NC(=O)[C@@H](N)Cc1ccc(O)cc1)C(=O)NCC(=O)N(C)[C@@H](Cc1ccccc1)C(=O)N[C@H](CO)CCS(C)=O` (stereo partly drawn) gave N370S GC 17.7% and TDP1 block 3.7%.
CC(NC(=O)Oc1ccccc1)C(c1cccs1)N1CCOCC1 (stereo not drawn) was read as N370S GC 2.3%, TDP1 block -0.2% and FEN1 inhibitor -5.1%.
For CNCC(O)c1ccc(O)cc1 (stereo not drawn) the results were N370S GC -4.7%&5.5%&-4.3%, TDP1 block -2.7% and FEN1 inhibitor -3.3%.
`CCCCOc1ccc(CCN)cc1Cl` gave N370S GC -8.6%, TDP1 block 5.5% and FEN1 inhibitor -0.1%.
Screening COC(=O)c1ccccc1N=Cc1c(O)[nH]c(=S)[nH]c1=O returned N370S GC -1.3%, TDP1 block -9.2% and FEN1 inhibitor -6.0%.
O=C1C(Cl)=C(N2CCCCCC2)C(=O)N1c1ccccc1 was read as N370S GC inconclusive, TDP1 block inconclusive and FEN1 inhibitor -18.1%.
O=C(c1cccc(N2CCCC2=O)c1)N1CCC2(CC1)OCCO2 was read as N370S GC 5.8%, TDP1 block 7.9% and FEN1 inhibitor -4.9%.
CN1C(=O)N(C)C(=O)C(CCc2ccccn2)(CCc2ccccn2)C1=O was read as N370S GC inconclusive, TDP1 block 4.1% and FEN1 inhibitor -3.0%.
Screening C[C@H]1O[C@H]1P(=O)(O)O returned N370S GC 7.8%&0.5%, TDP1 block 0.0%&2.9% and FEN1 inhibitor 17.2%.
`CCCCC/C(=N/O)c1c(C)[nH]c2ccccc12` gave N370S GC 7.0%, TDP1 block 6.2% and FEN1 inhibitor 5.3%.
Screening O=C(O)c1ccccc1Nc1cccc(C(F)(F)F)c1 returned N370S GC inconclusive, TDP1 block 8.4% and FEN1 inhibitor 15.3%.
`CC(C)Oc1ccc(CC2(CCc3ccncc3)C(=O)NC(=O)NC2=O)cc1` gave N370S GC 1.3%, TDP1 block 0.0% and FEN1 inhibitor 0.3%.
Screening Cc1cc2oc(=O)cc(-c3cc4ccccc4o3)c2cc1OC(=O)N(C)C returned N370S GC -2.3%, TDP1 block 0.2% and FEN1 inhibitor -4.0%.
CCOP(=S)(OCC)Oc1nc(Cl)c(Cl)cc1Cl was read as N370S GC -0.9%&26.2%, TDP1 block 50.1µM*! and FEN1 inhibitor -4.4%.
CCCCn1c(=O)c(C(=O)Nc2ccccc2S(N)(=O)=O)c(O)c2ccccc21 was read as N370S GC 27.4%, TDP1 block 1.0% and FEN1 inhibitor inconclusive.
For Cc1cc(/C=C2/C(=O)NC(=O)N(C)C2=O)c(C)n1-c1ccccc1 the results were N370S GC 6.4%, TDP1 block -2.7% and FEN1 inhibitor -3.4%.
Screening O=c1[nH]cc(COCC(F)(F)C(F)(F)C(F)(F)F)c(=O)[nH]1 returned N370S GC -6.2%, TDP1 block 2.4% and FEN1 inhibitor 3.0%.

An excerpt from above in order of heavy-atom count, lowest first:
`CCCCC/C(=N/O)c1c(C)[nH]c2ccccc12` gave N370S GC 7.0%, TDP1 block 6.2% and FEN1 inhibitor 5.3%.
Screening O=c1[nH]cc(COCC(F)(F)C(F)(F)C(F)(F)F)c(=O)[nH]1 returned N370S GC -6.2%, TDP1 block 2.4% and FEN1 inhibitor 3.0%.
`CC(C)Oc1ccc(CC2(CCc3ccncc3)C(=O)NC(=O)NC2=O)cc1` gave N370S GC 1.3%, TDP1 block 0.0% and FEN1 inhibitor 0.3%.

New compounds follow.
Screening CCCN1C[C@H](C)N([C@H](c2ccc(C(=O)N(CC)CC)cc2)c2cccc(OC)c2)C[C@H]1C returned N370S GC -5.5%&-2.9% and TDP1 block 1.2%.
Screening O=C(c1cnn2c(C(F)(F)F)cc(-c3ccccc3)nc12)N1CCC2(CC1)OCCO2 returned N370S GC -11.2%, TDP1 block 6.6% and FEN1 inhibitor -7.7%.
COc1ccccc1-n1c(-c2ccoc2)nc2ccccc2c1=O was read as N370S GC -2.6%, TDP1 block 1.2% and FEN1 inhibitor -1.8%.
`CCOc1ccc(NC(=O)CCNC(=O)N2C[C@H]3C[C@@H](C2)c2cccc(=O)n2C3)cc1` gave N370S GC -0.6% and FEN1 inhibitor 0.6%.
O=C1CN(O)C(c2ccccc2)=c2cc(Br)ccc2=N1 was read as N370S GC -8.4% and FEN1 inhibitor 22.5%.
Screening C=C(C)C(=O)CP(=O)(OCC)OCC returned N370S GC 5.7% and TDP1 block 0.0%.
For COc1ccc2c(c1OC)C(=O)OC2c1c(O)n(Cc2ccc(F)cc2)c(=O)[nH]c1=O (stereo not drawn) the results were N370S GC -7.6%, TDP1 block -2.4% and FEN1 inhibitor 1.7%.
Cc1cc(OCc2cc(C(=O)O)oc2C)c2c3c(c(=O)oc2c1)CCCC3 was read as N370S GC 1.3%, TDP1 block 7.0% and FEN1 inhibitor inconclusive.
Screening CCN1CCN(c2ncnc3ccc(Br)cc23)CC1 returned N370S GC -2.4%, TDP1 block 9.1% and FEN1 inhibitor -2.7%.
`COC(=O)CC1(CC(=O)OC)C(=O)N(c2ccccc2)C(=O)N(c2ccccc2)C1=O` gave N370S GC -29.3% and FEN1 inhibitor 1.5%.
`Cc1nn(Cc2ccccc2Cl)c(C)c1C(=O)OCC(=O)NC1CCCC(C)C1C` (stereo not drawn) gave N370S GC -11.2%, TDP1 block 5.5% and FEN1 inhibitor 4.1%.
For CSc1ccc(C(=O)C2CCCN(Cc3cc4ccccc4[nH]3)C2)cc1 (stereo not drawn) the results were N370S GC -16.2%, TDP1 block 3.6% and FEN1 inhibitor -13.4%.
`Cc1c(N=Cc2c(O)n(Cc3ccccc3)c(=O)[nH]c2=O)c(=O)n(-c2ccccc2)n1C` gave N370S GC 1.5%, TDP1 block 2.5% and FEN1 inhibitor 7.4%.
Screening Cc1ccc(-n2c(/C=C/c3cc(Br)cs3)nc3ccccc3c2=O)cc1C returned TDP1 block 2.6% and FEN1 inhibitor -5.1%.
For CC(C)(C)OOC(C)(C)C the results were N370S GC -6.4% and TDP1 block 16.1%.
`O=c1cccc2n1CC1CC2CN(Cc2c(F)cccc2Cl)C1` (stereo not drawn) gave N370S GC 3.9%, TDP1 block 0.0% and FEN1 inhibitor -6.4%.
For CCC(=O)c1cn(Cc2ccccc2C#N)c2ccccc12 the results were N370S GC 9.3%, TDP1 block 5.1% and FEN1 inhibitor 3.8%.
COC(=O)C1=C(c2ccccc2OCc2ccccc2)C[C@@H]2CC[C@H]1N2C(=O)NCc1cccc(C(F)(F)F)c1 was read as TDP1 block 0.5% and FEN1 inhibitor -23.6%.
For CC(C)n1c(O)c(C=NCc2ccccc2)c(=O)[nH]c1=S the results were N370S GC -0.5%, TDP1 block 2.6% and FEN1 inhibitor 1.3%.
Screening O=C1C=C2C(=CCOC2O)O1 (stereo not drawn) returned N370S GC -4.2% and TDP1 block 5.1%[56.1 µM].
For COc1cc(C[C@@H](C)N)c(OC)cc1I the results were N370S GC -6.2%&-1.9%, TDP1 block -4.7%[56.1 µM] and FEN1 inhibitor -2.9%.
CN(C)C(=O)Oc1ccc([N+](=O)[O-])cc1 was read as N370S GC -12.5%, TDP1 block 0.0% and FEN1 inhibitor -1.8%.
COC(=O)C1=C(c2ccc(F)cc2OCc2ccccc2)C[C@@H]2CC[C@H]1N2C(=O)NCCCc1ccccc1 was read as TDP1 block 0.0% and FEN1 inhibitor -20.0%.
CN1CCN(c2ccc(NC(=O)C(C)(C)C)cc2)CC1 was read as N370S GC -0.2%, TDP1 block -2.1% and FEN1 inhibitor -3.4%.
Screening O=c1[nH]c(=S)n(C2CC2)c(O)c1/C=N/N1CCOCC1 returned N370S GC -1.4%, TDP1 block -10.7% and FEN1 inhibitor 8.8%.
For CC(C)NC(C)Cc1ccc(I)cc1 (stereo not drawn) the results were N370S GC inconclusive, TDP1 block 6.4% and FEN1 inhibitor 8.0%[57.1 µM].
For CC(C)NC(=O)c1ccc(N2CC3CC(C2)c2cccc(=O)n2C3)c([N+](=O)[O-])c1 (stereo not drawn) the results were N370S GC 0.9%, TDP1 block 3.7% and FEN1 inhibitor 4.9%.
Screening C/C(=N\NC(=O)c1ccccc1)c1c(O)n(C2CCCCC2)c(=O)[nH]c1=O returned N370S GC -0.3%, TDP1 block 2.4% and FEN1 inhibitor -3.1%.
`CC/C(=N\NC(N)=O)c1c(O)[nH]c(=O)[nH]c1=O` gave N370S GC 5.8%, TDP1 block 2.6% and FEN1 inhibitor 7.2%.
`CC1(C)CSC(Nc2ccc(F)c(Cl)c2)=N1` gave N370S GC -8.7%, TDP1 block -4.2% and FEN1 inhibitor 5.0%.
CNCC(C)c1ccccc1 (stereo not drawn) was read as N370S GC 6.4%, TDP1 block 1.2% and FEN1 inhibitor -4.1%.
Screening O=C(CNC(=O)OCc1ccccc1)NCC(=O)Nc1ccc(Br)cc1C(=O)c1ccccc1 returned N370S GC 6.2%, TDP1 block 8.2% and FEN1 inhibitor -7.1%.
CCC(CO)NC(=O)C1C=C2c3cccc4[nH]cc(c34)CC2N(C)C1 (stereo not drawn) was read as N370S GC 0.5%&-3.4%, TDP1 block 15.2%[56.1 µM] and FEN1 inhibitor 8.4%.
For O=S(=O)(c1ccc(Cl)cc1)c1cc(Cl)c(Cl)cc1Cl the results were N370S GC 12.9% and TDP1 block -9.5%.
`CC12NC(Cc3ccccc31)c1ccccc12` (stereo not drawn) gave N370S GC 1.6% and TDP1 block 8.6%.
Cc1ccc(-n2c(O)c(C=Nc3ccc(Br)cn3)c(=O)[nH]c2=O)cc1 was read as N370S GC -0.1%, TDP1 block -2.4% and FEN1 inhibitor 2.8%.
`COc1ccc(C(=O)N/N=C\c2coc3ccc(C)cc3c2=O)cc1` gave N370S GC -7.1%, TDP1 block inconclusive and FEN1 inhibitor 5.0%.
`CCN(CC)CCN=C(C)c1c(O)n(-c2ccccc2OC)c(=O)[nH]c1=O` gave N370S GC -1.9%, TDP1 block -8.3% and FEN1 inhibitor -4.9%.
Screening Cc1ccc2c(c1)C1CN(C)CCC1N2C(=O)c1cccs1 (stereo not drawn) returned N370S GC -6.3%, TDP1 block 1.9% and FEN1 inhibitor -1.8%.
O=C1CC2OCC=C3CN4CCC56c7ccccc7N1C5C2C3CC46 (stereo not drawn) was read as N370S GC -6.1% and TDP1 block 10.8%.
c1ccc(-c2nnc(C3CC(c4cccnc4)=NO3)o2)cc1 (stereo not drawn) was read as N370S GC -0.2%, TDP1 block -1.2% and FEN1 inhibitor -3.1%.
`CCNC(=O)NC(=O)C(C)OC(=O)c1c(C)nn(Cc2ccccc2Cl)c1Cl` (stereo not drawn) gave N370S GC -2.0%, TDP1 block -2.7% and FEN1 inhibitor -11.5%.
O=[N+]([O-])c1cccc2c([As](=O)(O)O)cccc12 was read as N370S GC -1.3%, TDP1 block 1.3% and FEN1 inhibitor 3.4%.
CCC[C@@](C)(COC(N)=O)COC(=O)NC(C)C was read as N370S GC 3.4%[21.6 µM] and TDP1 block 11.8%[21 µM].
`CCC1Nc2ncnc(N3CCN(c4ccccn4)CC3)c2N(Cc2ccc(Br)cc2)C1=O` (stereo not drawn) gave TDP1 block 5.2% and FEN1 inhibitor inconclusive.
Screening CSc1ccc(C(=O)C2CCCN(Cc3cccnc3)C2)cc1 (stereo not drawn) returned N370S GC 15.9%, TDP1 block 2.7% and FEN1 inhibitor 2.6%.
`Cc1nn(Cc2ccccc2)c(C)c1C=C1C(=O)NC(=O)NC1=O` gave N370S GC -0.4%, TDP1 block 0.0% and FEN1 inhibitor -2.8%.
`O=C(COc1ccc2ccc(=O)oc2c1)N1CCC(C(=O)O)(c2ccccc2)CC1` gave N370S GC 0.3% and FEN1 inhibitor -22.9%.
`S=P(Nn1cnnc1)(c1ccc(Br)cc1)c1ccc(Br)cc1` gave N370S GC -4.1%, TDP1 block 5.3% and FEN1 inhibitor -4.3%.
`CC1(C)CC(=O)C(C=NCCN2CCN(C(=O)Cc3ccccc3)CC2)=C(O)C1` gave N370S GC 18.9%, TDP1 block 1.0% and FEN1 inhibitor -12.4%.
CCn1c(CN2CCN(C)CC2)nc2ccccc21 was read as TDP1 block 2.8% and FEN1 inhibitor -2.7%.
Screening O=[N+]([O-])c1ccc(N2CCCCCC2)c2ncccc12 returned N370S GC 27.7%, TDP1 block 10.1% and FEN1 inhibitor -13.5%.
